Source: PubChem BioAssay
MITF inh = human MITF inhibition, primary screen | inhibition, % at 2.6 µM | 650,000 tested, 0.91% active | AlphaScreen MITF homodimerization, bead proximity signal; in the data active means inhibition above about 50%;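 further: 0% = vehicle wells with protein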
Target sequence (O75030 whole entry, looked up): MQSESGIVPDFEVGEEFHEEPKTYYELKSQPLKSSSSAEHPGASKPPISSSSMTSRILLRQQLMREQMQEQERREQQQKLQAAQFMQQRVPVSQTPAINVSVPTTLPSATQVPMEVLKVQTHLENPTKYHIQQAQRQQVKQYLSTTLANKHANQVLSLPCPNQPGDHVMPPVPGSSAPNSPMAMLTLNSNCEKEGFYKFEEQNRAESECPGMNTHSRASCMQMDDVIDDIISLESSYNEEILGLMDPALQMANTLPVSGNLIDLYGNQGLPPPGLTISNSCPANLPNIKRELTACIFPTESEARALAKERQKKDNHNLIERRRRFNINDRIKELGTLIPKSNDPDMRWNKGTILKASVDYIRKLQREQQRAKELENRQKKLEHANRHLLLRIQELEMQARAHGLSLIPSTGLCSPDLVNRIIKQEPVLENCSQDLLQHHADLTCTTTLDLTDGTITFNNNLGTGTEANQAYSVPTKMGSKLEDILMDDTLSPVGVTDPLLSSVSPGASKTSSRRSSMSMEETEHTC
TEAD-YAP block = TEAD-YAP interaction inhibition; HEK-TIYL cells, TEAD-Gal4/YAP UAS-luciferase luminescence; inhibition, % at 9.12 µM; 640,000 tested, 1.4% active; in the data active means inhibition above about 32%;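 further: 0% = median of test compound wells and 100% = reference inhibitor wells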
FBW7 act = activators of human E3 ligase FBW7 | AID 1259310 | AlphaScreen FBW7–phospho-cyclin E peptide binding, activator screen | normalized activity (activation), % at 26.1 µM | Q969H0 | 650,000 tested, 0.13% active; in the data active means normalized activity above about 1.9%;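 further: purified mutant Fbw7 with reduced substrate affinity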
GPR151 activ = human GPR151 activation; AID 1508602; 650,000 tested, 1% active; Q8TDV0; PathHunter beta-arrestin GPR151 cells, luminescence; activation, % at 11.2 µM; in the data active means activation above about 4.9%;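 further: 0% = median of compound wells and 100% = cells with positive control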
Target sequence (Q8TDV0 whole entry, looked up): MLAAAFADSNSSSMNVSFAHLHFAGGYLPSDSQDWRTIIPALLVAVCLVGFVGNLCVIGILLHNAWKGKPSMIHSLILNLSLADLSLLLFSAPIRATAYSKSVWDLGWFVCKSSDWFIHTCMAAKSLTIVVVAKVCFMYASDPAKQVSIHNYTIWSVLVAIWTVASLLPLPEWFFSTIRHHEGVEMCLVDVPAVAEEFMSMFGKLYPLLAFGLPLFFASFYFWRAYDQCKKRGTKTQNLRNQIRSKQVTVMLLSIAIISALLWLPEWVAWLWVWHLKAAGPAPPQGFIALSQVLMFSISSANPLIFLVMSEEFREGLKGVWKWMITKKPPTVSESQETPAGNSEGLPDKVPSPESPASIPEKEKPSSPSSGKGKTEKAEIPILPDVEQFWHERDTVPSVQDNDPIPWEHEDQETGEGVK
The depositor's hits bear a star.

1. COc1ccc(C2CC(C(F)(F)F)n3nc(C(=O)Nc4cccc(C(C)O)c4)cc3N2)cc1 (configuration not stated)
2. CC1=CC(C)(C)N2C(=O)C(=O)c3cc(C)cc1c32
3. CCOC(=O)c1c(-c2ccc(OC)cc2)csc1NC(=O)CSc1ncnc2sc(C)c(C)c12
4. O=C(N[C@H]1C[C@H]2C(=O)N[C@H](CO)C(=O)N2C1)c1cnn(-c2ccccc2)c1C(F)(F)F
5. Cc1cc(C)c(NS(=O)(=O)c2ccc(N)cc2)c(C)c1
6. CCCC/C(=N\OCC)C1=C(O)CC(c2ccccc2)CC1=O (configuration not stated)
compound no.	1	2	3	4	5	6
MITF inh	0	26	9	7	17	-6
TEAD-YAP block	-4	7	-8	-4	12	-51
FBW7 act	0.0	-0.5	0.0	-0.2	0.3	0.2
GPR151 activ	0.1	-1.8	1.0	-1.4	-0.4	0.5

7. COCCNC(=O)CCC1CCN(Cc2ccccc2Cl)CC1
8. COc1cc(CN2CCN(Cc3ccco3)CC2)cc(OC)c1O
9. O=C(CCN1C(=O)C2CC=C(Cl)CC2C1=O)Nc1ccc(Cl)c(Cl)c1 (configuration not stated)
10. Cc1[nH]c(=O)[nH]c(=O)c1S(=O)(=O)Nc1cccc(Br)c1
11. COc1ccccc1N1CCN(S(=O)(=O)c2ccc(F)c(C(=O)Nc3ccccc3Br)c2)CC1
12. Oc1c(C(Nc2nccs2)c2ccccc2)ccc2cccnc12 (configuration not stated)
compound no.	7	8	9	10	11	12
MITF inh	-6	76*	5	-1	1	24
TEAD-YAP block	-4	5	5	-1	-8	70*
FBW7 act	0.0	0.4	0.4	-0.1	0.1	-1.1
GPR151 activ	-0.4	0.1	0.0	1.5	-0.2	0.5

13. O=C(CCl)Nc1ncc(Cc2ccccc2Cl)s1
14. O=S(=O)(c1cccs1)N1CCc2nc(-c3ccccc3)nc(N3CCCCC3)c2C1
15. CC(C)(C)Nc1nc(Cl)nc(NCc2ccc(Cl)cc2)n1
16. CCOCc1cc(CN2CCOCC2)c(O)c2ncccc12
17. CCC(=O)N(c1ccc2c(c1)CCN2S(C)(=O)=O)C1CCN(C(C)=O)CC1
18. C=CCn1c(-c2ccco2)nc2ccccc21
compound no.	13	14	15	16	17	18
MITF inh	8	9	5	86*	11	17
TEAD-YAP block	14	10	5	-3	5	-16
FBW7 act	0.1	0.1	0.1	-1.4	0.5	0.0
GPR151 activ	0.8	0.6	0.8	-0.8	-0.5	0.6

19. COC(=O)C1=C(C)N(Cc2ccc(C)cc2)C(=O)/C1=C\c1ccc(OCC(=O)Nc2ccccc2)cc1
20. O=C(Nc1ccc(N2CCOCC2)cc1)C1CCN(c2ccc(Nc3nccc4ccccc34)nn2)CC1
21. CCOP(=O)(OCC)C(Nc1ccccc1)c1cccc([N+](=O)[O-])c1 (configuration not stated)
22. O=C(C1=CCCCC1)N1CCCC(CNS(=O)(=O)c2cccs2)C1 (configuration not stated)
23. COCCn1nnnc1C(c1cccc(OC)c1OC)N1CCN(C2CCCCC2)CC1 (configuration not stated)
24. Cc1cnc(Nc2ccc3ncccc3c2)nc1NCCO
compound no.	19	20	21	22	23	24
MITF inh	1	41	5	7	13	5
TEAD-YAP block	-12	-15	-7	6	-2	-2
FBW7 act	-0.2	0.5	-0.2	-0.1	0.0	0.7
GPR151 activ	0.1	-3.1	-0.5	2.9	-1.2	-0.4

Exported with values under each structure: 2 of the compounds above.
Values run as follows: MITF inh	TEAD-YAP block	FBW7 act	GPR151 activ
[19] COC(=O)C1=C(C)N(Cc2ccc(C)cc2)C(=O)/C1=C\c1ccc(OCC(=O)Nc2ccccc2)cc1
 : 1	-12	-0.2	0.1
[20] O=C(Nc1ccc(N2CCOCC2)cc1)C1CCN(c2ccc(Nc3nccc4ccccc34)nn2)CC1
 : 41	-15	0.5	-3.1

Following part:
25. CC1(C)CC(=O)C2=C(C1)NC(=O)CC2c1ccc([N+](=O)[O-])cc1 (configuration not stated)
26. CC(=O)n1nc(-c2ccccc2)nc1NCc1ccco1
27. N#Cc1ccc(-c2cnc3c(NCCc4ccccn4)nccn23)cc1
28. COc1ccc2c(CNCc3ccccc3Cl)c(C(=O)O)n(C)c2c1
29. O=[N+]([O-])/C(=C\Sc1ccccn1)c1ccccc1
30. Cc1ccc(C2c3c(oc4ccccc4c3=O)C(=O)N2Cc2ccco2)cc1 (configuration not stated)
compound no.	25	26	27	28	29	30
MITF inh	9	8	5	9	2	3
TEAD-YAP block	-12	-29	6	14	2	-4
FBW7 act	-0.1	-0.1	0.4	0.3	0.0	0.1
GPR151 activ	0.1	1.8	-0.5	-1.3	-1.8	-1.0

31. CN(C1CCCCC1)S(=O)(=O)c1cccc(C#N)c1
32. Cc1nc(N2CCN(C)CC2)c2sc(=S)n(C)c2n1
33. N#CC1=C(N)Oc2c(ccc3ccccc23)C1c1ccc(F)cc1 (configuration not stated)
34. COC(=O)CN1C=C(C(=O)OC)C(c2cc(Br)c(O)c(OC)c2)C(C(=O)OC)=C1
35. N#CC1=C(SCC(=O)Nc2ccccc2)NC(=O)CC1c1ccccc1F (configuration not stated)
36. COc1cccc(CN2CCN(C(=O)c3ccco3)CC2)c1OC
compound no.	31	32	33	34	35	36
MITF inh	-1	-2	-19	-5	17	57*
TEAD-YAP block	-2	8	-3	-6	15	-5
FBW7 act	0.2	0.2	0.0	-0.1	0.1	0.3
GPR151 activ	-2.3	-0.9	2.2	-0.1	-0.5	-0.1

37. O=C(c1cc(Cc2ccccc2)no1)N1CCCC1
38. c1cncc(-c2nc(NC3CC3)cc(-c3ccncc3)n2)c1
39. O=C(Nc1ccc(-c2cn[nH]c2)cc1OCCN1CCCC1)C1COc2ccc(F)cc2C1 (configuration not stated)
40. Cc1nnc(NC(=O)COc2cc(C)c(Cl)c(C)c2)s1
41. O=C(CN1C(=O)c2ccccc2C1=O)Nc1ccc(F)c(Cl)c1
42. CCC(C)NC(=O)c1cc2ccccc2cc1OC (configuration not stated)
compound no.	37	38	39	40	41	42
MITF inh	53*	0	16	0	11	-2
TEAD-YAP block	-17	12	4	3	3	-22
FBW7 act	0.1	0.1	0.8	0.2	0.4	0.0
GPR151 activ	0.1	-0.4	-0.3	-0.6	-0.9	0.7

43. Cc1cc(S(=O)(=O)N(Cc2ccccc2)Cc2ccco2)ccc1-n1cnnn1
44. CC(=O)Nc1ccc(S(=O)(=O)N2CCN(C34CC5CC(CC(C5)C3)C4)CC2)cc1
45. NC(=S)NNC(=O)COc1ccccc1
46. NC(=O)C1CCN(Cc2ccc(F)cc2F)CC1
47. COCCNC(=O)c1ccc2c(c1)N(Cc1cccc(F)c1)C(=O)c1ccccc1S2
48. CCC(C)NC(=O)c1ccc2nc(-c3cc(OC)c(OC)c(OC)c3)c(-c3cc(OC)c(OC)c(OC)c3)nc2c1 (configuration not stated)
compound no.	43	44	45	46	47	48
MITF inh	11	-4	-9	2	-2	-2
TEAD-YAP block	-17	2	-3	0	-12	3
FBW7 act	-0.2	-0.1	0.1	-0.2	0.0	-0.1
GPR151 activ	0.5	-0.4	-0.6	0.9	-0.6	0.9

49. Cc1oc(-c2ccccc2)cc1C(=O)Nc1cccc(C(=O)O)c1
50. Cc1ccc2nc(-c3ccc(NC(=O)c4cccc([N+](=O)[O-])c4C)cc3)sc2c1
51. CC(=O)N1C(=N)S/C(=C/c2cc3ccccc3nc2N2CCCCC2)C1=O
52. COc1ccc([C@H]2C(C#N)=C(N)OC3=C2C(=O)CC(C)(C)C3)c([N+](=O)[O-])c1OC
53. CCCCSc1nnc2c(n1)OC(c1ccc(OC)cc1)Nc1ccccc1-2 (configuration not stated)
54. COC(=O)c1ccc(N2C(=O)CSC2c2ccc(C(C)(C)C)cc2)cc1 (configuration not stated)
compound no.	49	50	51	52	53	54
MITF inh	-4	4	-1	17	13	-5
TEAD-YAP block	-9	15	8	-7	-29	-4
FBW7 act	0.0	-0.1	0.3	0.1	0.1	0.1
GPR151 activ	0.8	1.2	-0.8	0.4	1.5	0.5

55. CCCN(Cc1ccc(O)cc1)C(=O)NC
56. CN(Cc1ccccc1F)C(=O)CNC(N)=O
57. c1ccc(OCc2nn3c(Cn4nnc5ccccc54)nnc3s2)cc1
58. COCCNC(=O)C(=O)N/N=C/c1cc(C)n(-c2c(C)cccc2C)c1C
59. CCOC(=O)c1c(NC(=O)c2ccc([N+](=O)[O-])s2)sc2c1CCC2
60. Cc1ccc(CSc2nnc3c(n2)OC(c2c(C)nn(-c4ccccc4)c2Cl)Nc2ccccc2-3)cc1 (configuration not stated)
compound no.	55	56	57	58	59	60
MITF inh	-4	-10	7	8	-2	5
TEAD-YAP block	1	-5	0	1	1	2
FBW7 act	0.1	0.0	-0.1	-0.1	-0.1	0.1
GPR151 activ	0.1	1.0	-0.7	2.5	-1.0	0.1

61. C=CCNC(=O)c1ccc2c(=O)n(Cc3ccccc3Cl)c(=S)[nH]c2c1
62. COC(=O)C1=C(C)N(C2CCCC2)C(=O)C1(NC(C)=O)C(F)(F)F (configuration not stated)
63. Cc1cc(C(=O)NCCCC(=O)Nc2cccc3cccnc23)c(C)o1
64. Cc1ccc(S(=O)(=O)N2CCN(Cc3nc4sc(C)c(C)c4c(=O)[nH]3)CC2)cc1
65. C=C(C)Cn1c(SCC(=O)c2ccccc2)nc2sc3c(c2c1=O)CCCCC3
66. CCN1C(=O)c2cccc3c(NC(=O)Cc4cccc5ccccc45)ccc1c23
compound no.	61	62	63	64	65	66
MITF inh	7	-11	7	-7	8	20
TEAD-YAP block	0	9	-1	16	0	-8
FBW7 act	-0.1	-0.2	0.1	-0.1	0.9	0.8
GPR151 activ	-1.1	0.1	-0.5	1.0	-1.5	0.6

67. CC(C)N(CCNC(=O)c1csc(-c2cccc(N)c2)n1)C(C)C
68. O=C1CCCC2=C1C(c1ccccc1O)C1=C(CCCC1=O)O2
69. Cn1c2c(c(=O)n(C)c1=O)C(C(F)(F)F)(C(F)(F)F)N=C(Cc1ccccc1)N2
70. CCOC(=O)C1=C(C)N=c2s/c(=C/c3cccc(OC)c3)c(=O)n2C1c1cccs1 (configuration not stated)
71. CSc1nc(NCC(C)C)c2cnn(CCNC(=O)Cc3ccc(F)cc3)c2n1
72. Cc1ccn2c(NC(=O)/C=C/c3ccccc3)c(-c3ccccc3)nc2c1
compound no.	67	68	69	70	71	72
MITF inh	-7	12	-7	-4	36	7
TEAD-YAP block	2	-2	-27	-6	-3	-11
FBW7 act	-0.1	0.7	-0.1	0.0	0.3	0.3
GPR151 activ	1.1	1.2	1.0	0.0	0.6	-1.1

73. CCN(CC)S(=O)(=O)c1ccc(NC(=O)c2nc(-c3ccncc3)no2)cc1
74. Cc1[nH]c2ccccc2c1C(c1ccco1)c1c(C)[nH]c2ccccc12
75. COC(=O)Nn1c(=S)[nH]c2ccccc2c1=O
76. COC(=O)c1ccc2c(=O)n(-c3ccc(Cl)c(C(F)(F)F)c3)c(=S)[nH]c2c1
77. COc1ccc(C(=O)COC(=O)c2ccc(-n3nc(C)cc3C)cc2)c(OC)c1
78. CCn1cc(/C=C(/C#N)C(N)=O)c2ccccc21
compound no.	73	74	75	76	77	78
MITF inh	7	9	12	-1	-2	10
TEAD-YAP block	-2	8	-3	-16	0	4
FBW7 act	0.0	0.1	-0.1	0.1	0.0	0.3
GPR151 activ	-0.7	1.7	-1.4	0.9	0.0	0.2

Record cards, as listed above. Order of screens: MITF inh | TEAD-YAP block | FBW7 act | GPR151 activ
CCN(CC)S(=O)(=O)c1ccc(NC(=O)c2nc(-c3ccncc3)no2)cc1 in the list: 7 | -2 | 0.0 | -0.7
CCn1cc(/C=C(/C#N)C(N)=O)c2ccccc21 in the list: 10 | 4 | 0.3 | 0.2

Next part:
79. CCOC(=O)Cc1csc(NC(=O)c2oc(=O)c3ccccc3c2-c2ccccc2)n1
80. Cc1cc(C)c2c(=O)cc(C(F)(F)F)oc2c1
81. CCOC(=O)c1c(C)oc2c1c(CN1CCN(C(=O)OCC)CC1)c(O)c1ccccc12
82. CCOC(=O)C1=C(C)NC(=S)NC1c1ccc(OC)cc1OC (configuration not stated)
83. CC(C)C(=O)Nc1ccc(NC(=O)c2ccncc2)cn1
84. CCCCc1ccc(NC(=O)CC)cc1
compound no.	79	80	81	82	83	84
MITF inh	3	-4	-14	-9	11	9
TEAD-YAP block	10	-9	-78	0	2	-37
FBW7 act	0.1	0.0	-0.1	-0.1	0.1	0.0
GPR151 activ	-0.7	-0.6	0.4	-0.4	0.9	0.9

85. CC(C(=O)O)n1ncc2ccccc2c1=O (configuration not stated)
86. COc1ccc(-c2cc(C(=O)NC3CCCC3)c3ccccc3n2)cc1
87. CCn1ncc([C@@H]2C[C@H]3CN(Cc4cccc(Cl)c4)C(=O)[C@]34CCCN24)c1C
88. COc1ccc(CC(=O)OCc2csc(-c3ccccc3)n2)cc1
89. NC(=O)c1ccc(-c2nc(NC3CCN(Cc4ccccc4)CC3)c3ncn(-c4ccsc4)c3n2)cc1
90. COC(=O)c1ccc(/C=C2\SC(NC(C)=O)=NC2=O)cc1
91. CCOCCOC(=O)C(C)Oc1ccc2c(=O)c(Oc3cccc(C)c3)coc2c1 (configuration not stated)
92. CCOc1cc2c(cc1C(C)(C)C)NC(=O)CS2
compound no.	85	86	87	88	89	90	91	92
MITF inh	-5	14	6	-1	-3	-5	-3	1
TEAD-YAP block	11	-4	14	-7	28	-57	-10	-6
FBW7 act	0.1	0.0	0.5	0.3	-0.1	-0.3	-0.1	0.0
GPR151 activ	0.2	0.0	0.1	0.3	0.4	-2.2	-0.2	0.0
